GLP1R ag – GLP-1 receptor (human) agonism; Potency, µM (doses to about 45.6 µM), without a hit: at the top dose activation, actives largely listed as activators; HEK293 GLP-1R CRE-luciferase, luminescence, 4-6 h; cells express a hypersensitive GLP-1R form; hit rate 0.007% among 380,000; further: potency means the concentration at half of the fitted maximal effect; % of control where 0% means no effect
Target sequence (P43220 whole entry, looked up): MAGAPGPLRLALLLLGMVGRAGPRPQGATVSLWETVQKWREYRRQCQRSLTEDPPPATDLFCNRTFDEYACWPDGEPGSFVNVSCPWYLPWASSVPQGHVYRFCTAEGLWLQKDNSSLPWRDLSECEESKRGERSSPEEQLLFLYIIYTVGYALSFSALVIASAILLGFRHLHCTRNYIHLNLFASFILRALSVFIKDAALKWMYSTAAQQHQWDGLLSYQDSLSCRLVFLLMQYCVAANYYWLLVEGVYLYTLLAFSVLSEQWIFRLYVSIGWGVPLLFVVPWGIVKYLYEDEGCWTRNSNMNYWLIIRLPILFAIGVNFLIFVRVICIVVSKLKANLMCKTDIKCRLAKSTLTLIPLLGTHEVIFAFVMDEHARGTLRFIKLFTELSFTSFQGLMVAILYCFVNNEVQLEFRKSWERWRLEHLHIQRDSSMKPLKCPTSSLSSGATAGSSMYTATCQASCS
FUS yeast rescue – suppressors of FUS proteinopathy in yeast; S. cerevisiae FUS-expressing, growth rescue, OD600, 24 h; Potency, µM (top dose mostly 76.6 µM), for inactives: top-dose growth rescue (activation), usual class: activators; hit rate 0.24% among 390,000; AID 1347120;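 further: potency means the concentration at half of the fitted maximal effect; plate controls were DMSO vehicle for no effect and reference control for full effect; nearly all actives have a fitted effect of over 55% in size; some results filed as inactive show a strong effect at the top dose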
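Absorbance at 600 nm, taken 24hr after compound addition, measured rescue of FUS-yeast growth at 30C. Induction used 2% galactose with seeding at OD 0.005. Controls: CP55940 from 92uM final, DMSO only.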
PTHR1 ag – activates the human parathyroid hormone receptor PTHR1. HEK293 GP2 PTHR1 cells, GloSensor cAMP luminescence, 1 h. AID 743266. hit rate 0.075% among 410,000. Potency, µM (series often up to 115 µM), for the others: at the top dose activation, usual class: activators; further: potency means the concentration at half of the fitted maximal effect; nearly all actives have a fitted effect of over 55% in size; some results filed as inactive show a strong effect at the top dose; inactives centre near -15; many of its hits are not listed in these tables
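HEK-293-derived GP2 cells expressing PTHR1 and a GloSensor cAMP reporter, 3,000/well, plated overnight, given luciferin plus IBMX (each 0.5 mM as added) for 1 h at 37 °C, then compound for 1 h at 37 °C. Luminescence was read after 15 min at room temperature.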
Akt phos inh – blocks phosphorylation of Akt; activity change, % for hits at 50 µM; Neuro2A IGF-stimulated pAkt S473 HTRF, 20 min; stronger effect = lower value; hit rate 0.32% among 360,000; in the data active means activity change below about -80%; inconclusive means mostly about -51% to -80%; further: on the % scale 0 is the no-effect control and ±100 the full control effect
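Neuro2A cells (4,500/well, DMEM with 0.5% FBS) were treated with compound at a single 50 µM final concentration, stimulated with 6 nM IGF for 20 min at 37 °C, and lysed. Phospho-Akt Ser473 was read by HTRF as 665/615 ratio ×10^4.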
GLP1R inv ag – acts as inverse agonist at human GLP-1 receptor; P43220; HEK293 GLP-1R CRE-luciferase, luminescence, 24 h; GLP-1R form is constitutively active; Potency, µM (titrated, usually from 38.3 µM), without a hit: at the highest dose activity change, negative = inhibition, hits mostly inhibitors; hit rate 1.6% among 410,000; AID 624417; further: potency means the concentration at half of the fitted maximal effect; on the % scale 0 is the no-effect control and ±100 the full control effect; nearly all actives have a fitted effect of over 55% in size
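HEK293 cells stably co-expressing constitutively active GLP-1R and a cAMP-responsive luciferase reporter were seeded in DMEM with 10% Nu serum, given compounds after 12 h, and incubated 24 h at 37 deg C. Luminescence was then read.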
aSyn yeast inh – inhibitors of alpha-synuclein toxicity in yeast | hit rate 0.14% among 370,000 | Yeast expressing alpha-synuclein, growth rescue, BacTiter-Glo, 24 h | Potency, µM (titrated, usually from 46.1 µM), inactives show at the highest dose growth rescue (activation), usual class: activators; further: potency means the concentration at half of the fitted maximal effect; % of control where 0% means no effect; nearly all actives have a fitted effect of over 65% in size
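Galactose-induced alpha-syn yeast (OD600=0.02, raffinose-pregrown) + pinned cpd, 24 hr, 30 deg C; growth by BacTiter-Glo luminescence. Growth restoration scores as activation.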
Abeta rescue – A-beta toxicity reversal in yeast. hit rate 0.063% among 410,000. Potency, µM (doses to about 46.1 µM), inactives show at the top dose growth rescue, hits mostly activators. yeast expressing A-beta42, growth rescue, OD600, 48 h; response scale: 0% DMSO, 100% iron-clioquinol control; further: potency means the concentration at half of the fitted maximal effect; nearly all actives have a fitted effect of over 55% in size
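Growth rescue measured by 600 nm absorbance after 48 h yeast culture at 30 C with compound. Values normalized between DMSO and an equimolar ferric chloride plus clioquinol control.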
DRD3 antagonist – D3 dopamine receptor (human) antagonism | P35462 | D3R cells, DiscoveRx beta-arrestin luminescence, antagonist mode; stronger effect = lower value | max response, negative = inhibition, % | hit rate 2.5% among 360,000; in the data active means max response below about -50%; inconclusive means no clear call, values can overlap the other calls; further: on the % scale 0 is the no-effect control and ±100 the full control effect; mostly tested at two doses, the higher about 12 µM
Target sequence (P35462 whole entry, looked up): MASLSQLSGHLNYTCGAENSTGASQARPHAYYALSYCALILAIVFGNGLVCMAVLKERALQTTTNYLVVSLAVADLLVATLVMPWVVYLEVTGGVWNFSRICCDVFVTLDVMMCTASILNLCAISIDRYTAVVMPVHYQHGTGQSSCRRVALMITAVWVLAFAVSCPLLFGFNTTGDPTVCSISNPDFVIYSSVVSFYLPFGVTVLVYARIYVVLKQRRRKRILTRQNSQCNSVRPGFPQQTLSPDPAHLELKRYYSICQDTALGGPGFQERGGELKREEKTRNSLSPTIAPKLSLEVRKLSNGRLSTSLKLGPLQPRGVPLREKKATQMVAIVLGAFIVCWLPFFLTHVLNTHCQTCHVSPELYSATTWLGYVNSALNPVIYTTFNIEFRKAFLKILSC
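Cells plated overnight at 1500 cells/well, then exposed to library compounds with dopamine controls for 90 minutes at 37 degrees C. DiscoveRx reagent added for 30–60 minutes at room temperature; luminescence read, quantitative HTS format.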
TDP-43 yeast inh – rescues yeast growth from TDP-43 toxicity; TDP-43 expressing yeast growth rescue, BacTiter-Glo, 24 h; Potency, µM (highest dose often 46.1 µM), for the others: at the highest dose growth rescue (activation), usual class: activators; hit rate 1.8% among 410,000; further: potency means the concentration at half of the fitted maximal effect; % of control where 0% means no effect; nearly all actives have a fitted effect of over 50% in size
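Yeast cells expressing TDP-43 under galactose induction are exposed to compounds for 24 hr at 30 deg C. BacTiter-Glo luminescence measures growth, so protective compounds score as activators.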
* hit, by the source's call; i = inactive; u = inconclusive; x = no result given; [ ] = remark or other dose. Unless noted, the call rests on the fitted dose curve; in most records, active means well fitted curve in the direction sought with a large enough effect; inconclusive means small, poorly fitted or top-dose-only effect, or another doubt; inactive means no such curve, though single readings can be large; an effect the other way counts as inactive or inconclusive. The list is partial; the hit share may differ from the screen's.

1. Cc1ccc(N(C)S(=O)(=O)c2cccc(C(=O)Nc3nc4ccccc4[nH]3)c2)cc1
2. FC(F)Oc1ccc(NC(=S)NCc2nc3ccccc3[nH]2)cc1
3. COc1ccc(NC(=O)CN(Cc2ccco2)Cc2ccco2)cc1S(=O)(=O)N1CCCCC1
4. CC(=O)N1C[C@@H](CO)[C@@H](N(C)C(=O)C(C)(C)C)C[C@H]1c1ccccc1
5. Cc1ccc(S(=O)(=O)N2CCCC2CO)cc1 (stereo not given)
assay / compound	1	2	3	4	5
GLP1R ag	-5%	3%	1%	-6%	1%
FUS yeast rescue	x	-3%	34%	-26%	-8%
PTHR1 ag	-26%	-8%	-18%	-24%	-9%[57.5 µM]
Akt phos inh	i	i	i	i	i
GLP1R inv ag	u	0%	u	8%	0%
aSyn yeast inh	-1%	5%	-1%	-10%	-7%
Abeta rescue	6%	-5%	-18%	-16%	17%
DRD3 antagonist	34	-19	3	-29	4
TDP-43 yeast inh	21%	-13%	13%	11%	-4%

6. Cc1cccc2cc(CN(C(=O)c3cnccn3)C3CCCCC3)c(Cl)nc12
7. Cc1cccc(N2C(S)=C(C#N)C(=O)NC23CCCCC3)c1
8. Cc1onc(-c2ccccc2)c1C(=O)N1CCN(c2ccccc2)CC1
9. CN(C)Cc1cn(CCC(=O)O)c2ccccc12
10. CCOc1ccc(OC(=O)c2cccnc2)cc1
assay / compound	6	7	8	9	10
GLP1R ag	10%	-3%	0%	2%	-7%
FUS yeast rescue	34%	x	14%	9%	4%
PTHR1 ag	i	-31%	-24%	-4%[57.5 µM]	-2%[57.5 µM]
Akt phos inh	i	i	i	i	i
GLP1R inv ag	-3%	8%	-24%	0%	0%
aSyn yeast inh	u	8%	10%	-8%	0%
Abeta rescue	-10%	1%	19%	-11%	14%
DRD3 antagonist	5	-18	2	4	20
TDP-43 yeast inh	0%	-25%	14%	0%	16µM*

11. CC(C)(CNC(=O)CNC(=O)c1ccccc1F)N1CCOCC1
12. CC(C)CCNC(=O)CN(C(=O)Cn1nnc(-c2ccc(F)cc2)n1)C1CCCC1
13. O=C(Nc1ccc2c(c1)C(=O)N(CC1CCCO1)C2=O)c1cccc(Br)c1 (stereo not given)
14. Cc1ccccc1CS(=O)(=O)Cc1ccc(C(=O)NCCCN2CCCC2=O)o1
15. COc1ccc(CCNC(=O)CCSCc2ccccc2Cl)cc1OC
assay / compound	11	12	13	14	15
GLP1R ag	8%	5%	4%	1%	x
FUS yeast rescue	-22%	5%	u	11%	5%
PTHR1 ag	i	i	-95%[inhibitor]	i	-46%[inhibitor]
Akt phos inh	i	i	x	i	x
GLP1R inv ag	7%	-6%	-4%	13%	1%
aSyn yeast inh	0%	2%	x	2%	x
Abeta rescue	-6%	2%	6%	-8%	3%
DRD3 antagonist	18	-14	-20	-1	x
TDP-43 yeast inh	-3%	-5%	-7%	0%	u

Structural class, the entries above with a Cl atom.
6. Cc1cccc2cc(CN(C(=O)c3cnccn3)C3CCCCC3)c(Cl)nc12
15. COc1ccc(CCNC(=O)CCSCc2ccccc2Cl)cc1OC
assay / compound	6	15
GLP1R ag	10%	x
FUS yeast rescue	34%	5%
PTHR1 ag	i	-46%[inhibitor]
Akt phos inh	i	x
GLP1R inv ag	-3%	1%
aSyn yeast inh	u	x
Abeta rescue	-10%	3%
DRD3 antagonist	5	x
TDP-43 yeast inh	0%	u

The listing continues:
16. CCCCCC(=O)N1C[C@@H](n2cc(-c3ccc(F)cc3)nn2)[C@H](O)C[C@@H]1c1ccc(OC)cc1
17. Cc1nc(NCC2CC2)c2nnn(Cc3ccccc3)c2n1
18. COc1ccc(CCn2c(NCCCN3CCOCC3)nc3c2c(=O)[nH]c(=O)n3C)cc1
19. COc1ccccc1-c1sc2ccccc2c1-c1ccc(O)cc1
20. COc1ccc(-n2nc(C(=O)N3CCCC(C)C3)c3c4ccccc4n(C)c3c2=O)cc1Cl (stereo not given)
21. CC(C)Oc1ccc(CCNC(=O)C2CCC(=O)N(C3CCCCCC3)C2)cc1 (stereo not given)
22. CCOc1ccccc1N1CCN(C(=O)CNC(=O)c2ccccc2F)CC1
23. Cc1nn(-c2ccc(C(=O)O)cc2)c(C)c1Cl
assay / compound	16	17	18	19	20	21	22	23
GLP1R ag	1%	-4%	-3%	9%	x	-1%	12%	-1%
FUS yeast rescue	29%	10%	19%	42%	15%	24%	15%	18%
PTHR1 ag	-49%[inhibitor]	-4%	-2%[57.5 µM]	-20%	-55%[inhibitor]	-19%	-9%	-1%
Akt phos inh	i	i	i	i	x	i	i	i
GLP1R inv ag	11µM*	-3%[0.307 µM]	-1%	u	-2%	u	-19%	20%
aSyn yeast inh	1%	0%	0%	-47%[inhibitor]	x	3%	10%	5%
Abeta rescue	-7%	15%	4%	-71%[inhibitor]	-13%	4%	-1%	-10%
DRD3 antagonist	0	-9	7	41	x	1	1	14
TDP-43 yeast inh	0%	25%	2%	-92%[inhibitor]	16%	7%	-7%	u

Given with values under each structure: entries from further up.
Below each SMILES – GLP1R ag, FUS yeast rescue, PTHR1 ag, Akt phos inh, GLP1R inv ag, aSyn yeast inh, Abeta rescue, DRD3 antagonist, TDP-43 yeast inh
1: Cc1ccc(N(C)S(=O)(=O)c2cccc(C(=O)Nc3nc4ccccc4[nH]3)c2)cc1
→ -5%, x, -26%, i, u, -1%, 6%, 34, 21%
2: FC(F)Oc1ccc(NC(=S)NCc2nc3ccccc3[nH]2)cc1
→ 3%, -3%, -8%, i, 0%, 5%, -5%, -19, -13%
3: COc1ccc(NC(=O)CN(Cc2ccco2)Cc2ccco2)cc1S(=O)(=O)N1CCCCC1
→ 1%, 34%, -18%, i, u, -1%, -18%, 3, 13%
4: CC(=O)N1C[C@@H](CO)[C@@H](N(C)C(=O)C(C)(C)C)C[C@H]1c1ccccc1
→ -6%, -26%, -24%, i, 8%, -10%, -16%, -29, 11%
5: Cc1ccc(S(=O)(=O)N2CCCC2CO)cc1 (stereo not given)
→ 1%, -8%, -9%[57.5 µM], i, 0%, -7%, 17%, 4, -4%
6: Cc1cccc2cc(CN(C(=O)c3cnccn3)C3CCCCC3)c(Cl)nc12
→ 10%, 34%, i, i, -3%, u, -10%, 5, 0%
7: Cc1cccc(N2C(S)=C(C#N)C(=O)NC23CCCCC3)c1
→ -3%, x, -31%, i, 8%, 8%, 1%, -18, -25%
8: Cc1onc(-c2ccccc2)c1C(=O)N1CCN(c2ccccc2)CC1
→ 0%, 14%, -24%, i, -24%, 10%, 19%, 2, 14%
9: CN(C)Cc1cn(CCC(=O)O)c2ccccc12
→ 2%, 9%, -4%[57.5 µM], i, 0%, -8%, -11%, 4, 0%
10: CCOc1ccc(OC(=O)c2cccnc2)cc1
→ -7%, 4%, -2%[57.5 µM], i, 0%, 0%, 14%, 20, 16µM*
11: CC(C)(CNC(=O)CNC(=O)c1ccccc1F)N1CCOCC1
→ 8%, -22%, i, i, 7%, 0%, -6%, 18, -3%

Assay outcomes: PubChem, National Center for Advancing Translational Sciences (NCATS)
